HTRA1 inh = HTRA1 serine protease inhibitors, primary screen, biochemical, fluorescence polarization, HTS. Q92743. recombinant HTRA1, FP-rhodamine activity-based probe. inhibition, % at 5.96 µM. 340,000 compounds, 0.5% hits. AID 504803, 2011; in the data active = inhibition above about 36%;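 note: 0% = enzyme with DMSO and 100% = wells lacking enzyme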
ARFGAP1 inhibitor = inhibitors of rat ARFGAP1 GAP activity, primary screen, biochemical, fluorescence polarization, GDP tracer; 360,000 compounds, 0.26% hits; Arfgap1-stimulated ARF1 GTP hydrolysis, GDP FP detection; ADP-ribosylation factor GTPase-activating protein 1 (Rattus norvegicus), Q62848; inhibition, % at 16.5 µM; AID 651572, 2012;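 active = inhibition above a per-plate limit, mean inhibition of low control wells plus 3 SD, cut at about 25% in these data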;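 note: 0% = DMSO wells with enzyme and 100% = wells lacking Arfgap1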
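Replicates: Single well per compound | Assay system: Truncated rat Arfgap1 GAP domain | Control set: No-Arfgap1 wells (100%) versus DMSO full-reaction wells (0%) | Times: Enzyme reaction 120 min at 25 °C after 20 min preincubation | Reagent: Human ARF1(Δ1-17)-GTP substrate | Measured by: Tracer-displacement fluorescence polarization with EDTA stop, 620/688 nm | Measure: Percent inhibition of Arfgap1-stimulated GTP hydrolysis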
SMARCA2 activ = SMARCA2 (BRM) function activators, primary screen, cell-based, luminescence, high throughput; AID 652017, 2013; MG213 cells, MMTV-luciferase reporter, dexamethasone, overnight; 370,000 compounds, 1% hits; activation, % at 9.1 µM; in the data active = activation above about 7.8%;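 note: 0% = vehicle wells and 100% = reference activator wells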
GC-B act = human GC-B receptor activators, primary screen, HEK293 GC-B cells, cGMP TR-FRET, EC30 CNP | 0% at EC30 CNP, 100% saturating CNP | activation, % at 10 µM | 370,000 compounds, 0.11% hits | AID 1920062, 2024;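 active = activation at 10 µM reaching about 35% in either raw or pattern-adjusted values, limit read from the data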
ASAP1 inh = inhibitors of human ASAP1 ArfGAP activity, primary screen, biochemical, fluorescence polarization | Arf-GAP with SH3 domain, ANK repeat and PH domain-containing protein 1 (Homo sapiens), … | ASAP1-stimulated ARF1 GTP hydrolysis, GDP FP detection | inhibition, % at 16.5 µM | 360,000 compounds, 0.19% hits; in the data active = inhibition above about 25%;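 note: 0% = vehicle with enzyme and substrate and 100% = no enzyme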
Target sequence (Q9ULH1 325-724 limits assumed): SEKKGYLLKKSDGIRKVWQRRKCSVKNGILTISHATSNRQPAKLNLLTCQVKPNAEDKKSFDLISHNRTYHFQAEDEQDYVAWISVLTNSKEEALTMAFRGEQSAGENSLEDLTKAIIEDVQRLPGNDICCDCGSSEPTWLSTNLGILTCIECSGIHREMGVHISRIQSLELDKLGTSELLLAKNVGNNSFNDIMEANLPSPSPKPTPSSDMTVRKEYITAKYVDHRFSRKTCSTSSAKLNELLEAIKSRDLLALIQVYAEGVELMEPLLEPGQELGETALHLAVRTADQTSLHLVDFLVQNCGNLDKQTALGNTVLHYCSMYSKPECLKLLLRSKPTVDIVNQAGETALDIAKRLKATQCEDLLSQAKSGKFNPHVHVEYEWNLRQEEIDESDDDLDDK
PG9 Ab binder = binders of HIV-1 gp120 antibody PG9, primary screen, biochemical, TR-FRET; 360,000 compounds, 0.43% hits; HIV-1 gp120 / PG9 antibody interaction; inhibition, % at 6.7 µM; TR-FRET gp120-PG9 antibody binding; in the data active = inhibition above about 8.5%
ABHD4 inh = ABHD4 inhibitors, primary screen, biochemical, fluorescence polarization, mouse | 370,000 compounds, 0.54% hits | inhibition, % at 8.92 µM | (Lyso)-N-acylphosphatidylethanolamine lipase (Mus musculus), Q8VD66 | purified mABHD4, FP-Rh probe fluorescence polarization;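 active = inhibition exceeding the mean over every tested compound plus 3 SD, cut at about 30% in these data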;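 note: 0% = plate median of compound wells and 100% = S159A mutant with DMSO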
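Test system: mABHD4 protein | Buffer or medium: HEPES pH 7.0 buffer, 150 mM NaCl, 0.01% Pluronic F-127 | Probe or stimulus: FP-Rh fluorescent activity-based probe, added after compound pre-incubation | Timing: Pre-incubation 45 min, probe exposure 60 min, at 25 °C | Technique: Fluorescence polarization, excitation 525 nm, emission 598 nm, BODIPY TMR filters | Repeats: Single well per compound (singlicate)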
NPR1 activator = GC-A stimulated cGMP production enhancers – HEK293 GC-A cells, cGMP TR-FRET, EC30 ANP, primary screen; Atrial natriuretic peptide receptor 1 (Homo sapiens), P16066; 0% at EC30 ANP, 100% saturating ANP; activation, % at 10 µM; 370,000 compounds, 0.14% hits; in the data active = activation above about 40%
NR1D1 modulator = modulators of Rev-erb alpha DNA binding, primary screen, biochemical, FITC-DNA, fluorescence polarization, uHTS | Rev-erbα–FITC-DNA binding, 90 min | activity, % at 10 µM | 370,000 compounds, 0.79% hits;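 active = activity above about 14%, limit read from the data; passing the limit was not always enough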;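 note: 0% = DMSO wells with 35 nM protein and 100% = DMSO wells with 750 nM protein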
Target sequence (P20393 whole entry, looked up): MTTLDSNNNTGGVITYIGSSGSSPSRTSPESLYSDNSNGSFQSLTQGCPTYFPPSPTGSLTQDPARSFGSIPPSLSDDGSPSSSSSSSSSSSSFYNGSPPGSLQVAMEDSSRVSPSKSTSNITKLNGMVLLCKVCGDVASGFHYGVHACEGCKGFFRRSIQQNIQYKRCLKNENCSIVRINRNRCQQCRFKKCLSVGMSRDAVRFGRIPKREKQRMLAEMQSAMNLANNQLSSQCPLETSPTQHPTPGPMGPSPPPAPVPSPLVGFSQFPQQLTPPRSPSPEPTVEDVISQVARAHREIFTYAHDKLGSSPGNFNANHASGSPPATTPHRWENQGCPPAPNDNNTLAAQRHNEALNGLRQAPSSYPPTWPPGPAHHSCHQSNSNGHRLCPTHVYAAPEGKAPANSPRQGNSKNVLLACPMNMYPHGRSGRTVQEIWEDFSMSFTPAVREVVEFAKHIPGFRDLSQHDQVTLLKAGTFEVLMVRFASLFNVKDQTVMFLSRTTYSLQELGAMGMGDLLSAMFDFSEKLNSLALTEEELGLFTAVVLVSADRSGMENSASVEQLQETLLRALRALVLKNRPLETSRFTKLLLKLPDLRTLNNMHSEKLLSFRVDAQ
rCAG binder = binders of r(CAG) RNA repeats, primary screen, biochemical, fluorescence; r(CAG) RNA repeat, TO-PRO-1 dye displacement fluorescence; inhibition, % at 3 µM; 370,000 compounds, 1.3% hits;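 active = inhibition above the plate cutoff, the mean of all test compounds on that plate plus 3 SD, cut at about 35% in these data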;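 note: 0% = DMSO alone and 100% = 100 µM mitoxantrone as full dye displacement; higher means more dye released from RNA so lower well fluorescence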
* = called active by the depositor.

Screening CC(C)(C)OC(=O)N1CCC(C(=O)Nc2ccc(C(=O)NCc3ccccc3)cc2)CC1 returned HTRA1 inh -7, ARFGAP1 inhibitor 5, SMARCA2 activ -2, GC-B act -4, ASAP1 inh -6, PG9 Ab binder 1.4, ABHD4 inh 6, NPR1 activator 0, NR1D1 modulator -1 and rCAG binder -2.
Screening C[C@H](NC(=O)[C@@H]1CSC2c3ccccc3C(=O)N21)C(=O)NCc1c(F)cccc1Cl (some centres undefined) returned HTRA1 inh -1, ARFGAP1 inhibitor -7, SMARCA2 activ -1, GC-B act -5, ASAP1 inh 4, PG9 Ab binder -1.6, ABHD4 inh -2, NPR1 activator 1, NR1D1 modulator 0 and rCAG binder 2.
For CCOc1ccc(CN2CCNC(=O)C2CC(=O)NCc2cc(C)n(C)n2)cc1 (centres undefined) the results were HTRA1 inh 0, ARFGAP1 inhibitor 8, SMARCA2 activ 0, GC-B act -3, ASAP1 inh -1, PG9 Ab binder 2.3, ABHD4 inh -2, NPR1 activator 1, NR1D1 modulator 2 and rCAG binder -1.
COc1cc(OC)c(NC(=O)CCCn2c(=O)oc3ccccc32)cc1Cl was read as HTRA1 inh 3, ARFGAP1 inhibitor 10, SMARCA2 activ -2, GC-B act -11, ASAP1 inh -5, PG9 Ab binder 0.1, ABHD4 inh 1, NPR1 activator -7, NR1D1 modulator -4 and rCAG binder -3.
For CC1CNC(=S)N(c2ccc(F)cc2)C1=O (centres undefined) the results were HTRA1 inh -2, ARFGAP1 inhibitor 12, SMARCA2 activ -4, GC-B act 1, ASAP1 inh -3, PG9 Ab binder 0.5, ABHD4 inh 5, NPR1 activator 3, NR1D1 modulator 0 and rCAG binder 2.
CC(C)[C@H](NC(=O)NCCC1=CCCCC1)C(=O)O was read as HTRA1 inh 7, ARFGAP1 inhibitor -8, SMARCA2 activ -3, GC-B act 1, ASAP1 inh 0, PG9 Ab binder 0.3, ABHD4 inh 3, NPR1 activator -1, NR1D1 modulator -5 and rCAG binder -2.
Screening O=C(NCc1ccccc1F)c1ccc2c(c1)OCCO2 returned HTRA1 inh 8, ARFGAP1 inhibitor 0, SMARCA2 activ 4, GC-B act 3, ASAP1 inh -11, PG9 Ab binder 0.5, ABHD4 inh 1, NPR1 activator 2, NR1D1 modulator 4 and rCAG binder 1.
CC(Oc1ccc(Cl)cc1Cl)C(=O)Nc1ccncc1 (centres undefined) was read as HTRA1 inh 5, ARFGAP1 inhibitor -8, SMARCA2 activ -6, GC-B act -2, ASAP1 inh 2, PG9 Ab binder -1.1, ABHD4 inh -7, NPR1 activator -1, NR1D1 modulator -1 and rCAG binder -2.
Cc1ccc(CSc2nnc(-c3n[nH]c4c3CCC4)n2N)cc1 was read as SMARCA2 activ -1, GC-B act -2, ABHD4 inh -1, NPR1 activator -4, NR1D1 modulator 1 and rCAG binder 2.
`CCc1nc(SCc2cccnc2)c2c(=O)n(C)c(=O)n(C)c2n1` gave HTRA1 inh 0, ARFGAP1 inhibitor 5, SMARCA2 activ -2, GC-B act -3, ASAP1 inh 4, PG9 Ab binder -2.4, ABHD4 inh 6, NPR1 activator 8, NR1D1 modulator 3 and rCAG binder 0.
Screening COc1ccc(C(=O)NCCCn2ccnc2)cc1 returned HTRA1 inh -5, ARFGAP1 inhibitor -16, SMARCA2 activ -4, GC-B act 2, ASAP1 inh 14, PG9 Ab binder 2.7, ABHD4 inh -3, NPR1 activator 2, NR1D1 modulator 1 and rCAG binder 1.
For CCCCCCC(=O)Nc1c(O)c2ccccc2[nH]c1=O the results were HTRA1 inh 2, ARFGAP1 inhibitor 10, SMARCA2 activ 2, GC-B act 7, ASAP1 inh 3, PG9 Ab binder 0.3, ABHD4 inh 3, NPR1 activator -1, NR1D1 modulator -1 and rCAG binder 3.
`Cc1nc2sccn2c(=O)c1Br` gave HTRA1 inh 2, ARFGAP1 inhibitor 2, SMARCA2 activ -3, GC-B act -5, ASAP1 inh 4, PG9 Ab binder 0.9, ABHD4 inh -6, NPR1 activator 2, NR1D1 modulator -4 and rCAG binder 0.
`Cc1cc(/C=C2\SC(=S)N(Cc3ccco3)C2=O)c(C)n1-c1ccccc1` gave HTRA1 inh -11, ARFGAP1 inhibitor 7, SMARCA2 activ 0, GC-B act 3, ASAP1 inh 7, PG9 Ab binder -4.5, ABHD4 inh 0, NPR1 activator -2, NR1D1 modulator -3 and rCAG binder 15.
CCOc1ccccc1NC(=O)N1CCN(S(C)(=O)=O)CC1 was read as HTRA1 inh 5, ARFGAP1 inhibitor 4, SMARCA2 activ -6, GC-B act 3, ASAP1 inh -11, PG9 Ab binder 0.3, ABHD4 inh -1, NPR1 activator 1, NR1D1 modulator 4 and rCAG binder 2.
Cc1ccc(CNC(=O)c2ccc(N3CCC4(CC3)CC(c3cccc(Br)c3)=NO4)c(N)c2)cc1 was read as HTRA1 inh -41, ARFGAP1 inhibitor -12, SMARCA2 activ -3, GC-B act 7, ASAP1 inh 13, PG9 Ab binder -0.1, ABHD4 inh 3, NPR1 activator -1, NR1D1 modulator 1 and rCAG binder 3.
O=C(NC1CCCC1)C(C1CC1)n1c(-c2ccccn2)nc2ccccc21 (centres undefined) was read as ARFGAP1 inhibitor -3, SMARCA2 activ -3, GC-B act -11, ASAP1 inh -2, PG9 Ab binder -0.1, ABHD4 inh 5, NPR1 activator -10, NR1D1 modulator 1 and rCAG binder 0.
`CCCCNC(=O)C(NC(=O)c1cccc(C(F)(F)F)c1)C(=O)c1ccccc1` (centres undefined) gave ARFGAP1 inhibitor 0, SMARCA2 activ -1, GC-B act 12, ASAP1 inh 3, PG9 Ab binder 27*, ABHD4 inh -1, NPR1 activator 0, NR1D1 modulator -9 and rCAG binder 2.
Cc1cc(N2C(=O)C(O)=C(C(=O)c3ccco3)C2c2cccc(O)c2)no1 (centres undefined) was read as HTRA1 inh -1, ARFGAP1 inhibitor -1, SMARCA2 activ 2, GC-B act 2, ASAP1 inh -1, PG9 Ab binder 0.3, ABHD4 inh 2, NPR1 activator 5, NR1D1 modulator -2 and rCAG binder 5.
For CCN(CC(=O)NCCc1ccccc1)S(=O)(=O)c1ccc(Br)cc1 the results were HTRA1 inh 0, ARFGAP1 inhibitor 13, SMARCA2 activ -1, GC-B act -1, ASAP1 inh 11, PG9 Ab binder -1.0, ABHD4 inh 2, NPR1 activator -1, NR1D1 modulator -9 and rCAG binder -7.
Screening CCOC(=O)N1CCN(C(=O)c2cc(C)c3c(C)nn(-c4ccccc4)c3n2)CC1 returned HTRA1 inh -2, ARFGAP1 inhibitor 5, SMARCA2 activ 1, GC-B act -5, ASAP1 inh 14, PG9 Ab binder -5.6, ABHD4 inh 2, NPR1 activator -3, NR1D1 modulator 0 and rCAG binder -5.
Cc1cccc(OCCn2nnc3ccccc32)c1C was read as HTRA1 inh -3, ARFGAP1 inhibitor -5, SMARCA2 activ 3, GC-B act -4, ASAP1 inh 5, PG9 Ab binder -1.2, ABHD4 inh -2, NPR1 activator -12, NR1D1 modulator 0 and rCAG binder -5.
Screening COC(=O)C(NNc1ccccc1C)(NC(=O)c1ccc(F)cc1)C(F)(F)F (centres undefined) returned HTRA1 inh -3, ARFGAP1 inhibitor -3, SMARCA2 activ -3, GC-B act 2, ASAP1 inh 12, PG9 Ab binder -3.9, ABHD4 inh 0, NPR1 activator 0, NR1D1 modulator -1 and rCAG binder -3.
Screening O=C(CSc1ccccn1)N/N=C/C=C/c1ccccc1 returned HTRA1 inh 0, ARFGAP1 inhibitor 1, SMARCA2 activ -3, GC-B act -9, ASAP1 inh 5, PG9 Ab binder -4.0, ABHD4 inh 2, NPR1 activator 0, NR1D1 modulator 3 and rCAG binder -3.
`CCOc1ccc(NC(=S)N(CCN2CCOCC2)Cc2ccc3c(c2)CCCN3CC)cc1` gave HTRA1 inh 5, ARFGAP1 inhibitor -1, SMARCA2 activ -1, GC-B act -3, ASAP1 inh 0, PG9 Ab binder -1.8, ABHD4 inh 1, NPR1 activator 3, NR1D1 modulator 0 and rCAG binder -2.
COc1ccc(S(=O)(=O)N2CCC(C(=O)NCc3ccccn3)CC2)cc1OC was read as HTRA1 inh -3, ARFGAP1 inhibitor 6, SMARCA2 activ -3, GC-B act -4, ASAP1 inh 7, PG9 Ab binder 0.7, ABHD4 inh 3, NPR1 activator -2, NR1D1 modulator -4 and rCAG binder -2.
Screening O=C1NC[C@H](c2ccccc2)OC(=O)[C@@H](Cc2ccc(F)cc2)C/C=C\C[C@H]1CC(=O)N(CCO)Cc1ccccc1 returned HTRA1 inh -28, ARFGAP1 inhibitor -5, SMARCA2 activ -1, GC-B act -3, ASAP1 inh -4, PG9 Ab binder -3.0, ABHD4 inh 2, NPR1 activator -4, NR1D1 modulator 4 and rCAG binder -1.
`CC(C)(C)NC(=O)c1c(F)c(F)c(F)c(F)c1F` gave HTRA1 inh 3, ARFGAP1 inhibitor 2, SMARCA2 activ -1, GC-B act -11, ASAP1 inh -9, PG9 Ab binder 1.9, ABHD4 inh 6, NPR1 activator -2, NR1D1 modulator -2 and rCAG binder 3.
For Cc1ccc2c(c1)c1ncnc(N3CCc4ccccc4C3)c1n2C the results were ARFGAP1 inhibitor -2, SMARCA2 activ 3, GC-B act -3, ASAP1 inh 5, PG9 Ab binder -2.0, ABHD4 inh 7, NPR1 activator -1, NR1D1 modulator -7 and rCAG binder 1.
`Cn1cc(CNC(=O)c2cc(-c3ccc(Br)cc3)nc3ccccc23)cn1` gave HTRA1 inh -11, ARFGAP1 inhibitor 15, SMARCA2 activ -1, GC-B act 2, ASAP1 inh -6, PG9 Ab binder -1.4, ABHD4 inh -3, NPR1 activator 16, NR1D1 modulator 1 and rCAG binder 3.
For O=S(=O)(NCC(c1ccco1)N1CCN(c2ccccc2F)CC1)c1ccccc1 (centres undefined) the results were HTRA1 inh -4, ARFGAP1 inhibitor 8, SMARCA2 activ 4, GC-B act -4, ASAP1 inh 12, PG9 Ab binder -3.3, ABHD4 inh 2, NPR1 activator -14, NR1D1 modulator 2 and rCAG binder -4.

Two entries drawn at random from the list so far:
`Cc1nc2sccn2c(=O)c1Br` gave HTRA1 inh 2, ARFGAP1 inhibitor 2, SMARCA2 activ -3, GC-B act -5, ASAP1 inh 4, PG9 Ab binder 0.9, ABHD4 inh -6, NPR1 activator 2, NR1D1 modulator -4 and rCAG binder 0.
For CC1CNC(=S)N(c2ccc(F)cc2)C1=O (centres undefined) the results were HTRA1 inh -2, ARFGAP1 inhibitor 12, SMARCA2 activ -4, GC-B act 1, ASAP1 inh -3, PG9 Ab binder 0.5, ABHD4 inh 5, NPR1 activator 3, NR1D1 modulator 0 and rCAG binder 2.
